Screening data as filed in PubChem BioAssay.
Mtb BioA inh: inhibitors of Mycobacterium tuberculosis BioA enzyme. inhibition, % at 9.99 µM. purified M. tuberculosis BioA enzyme, plate reader. 360,000 compounds, 0.096% hits; in the data active = inhibition above about 40%
BH1578 lux ind: inducers of Vibrio cholerae quorum light production without autoinducers. V. cholerae BH1578 lux reporter, luminescence, 6 h. activation, % at 18.7 µM. 350,000 compounds, 0.16% hits. AID 588436; in the data active = activation mostly above about 9.7%, no sharp cut-off; also: not every result past the cut was called active; inactives centre near 0; reference of the scale not given here
Rv3671c inh: Rv3671c (M. tuberculosis) protease inhibition; P9WHR9; AID 2606; 320,000 compounds, 0.048% hits; inhibition, % at 5.96 µM; in the data active = inhibition above about 38%;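 also: extracellular domain of Rv3671c used as enzyme; 0% = enzyme with DMSO and 100% = no enzyme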
Target sequence (P9WHR9 whole entry, looked up, the tested form may be a part): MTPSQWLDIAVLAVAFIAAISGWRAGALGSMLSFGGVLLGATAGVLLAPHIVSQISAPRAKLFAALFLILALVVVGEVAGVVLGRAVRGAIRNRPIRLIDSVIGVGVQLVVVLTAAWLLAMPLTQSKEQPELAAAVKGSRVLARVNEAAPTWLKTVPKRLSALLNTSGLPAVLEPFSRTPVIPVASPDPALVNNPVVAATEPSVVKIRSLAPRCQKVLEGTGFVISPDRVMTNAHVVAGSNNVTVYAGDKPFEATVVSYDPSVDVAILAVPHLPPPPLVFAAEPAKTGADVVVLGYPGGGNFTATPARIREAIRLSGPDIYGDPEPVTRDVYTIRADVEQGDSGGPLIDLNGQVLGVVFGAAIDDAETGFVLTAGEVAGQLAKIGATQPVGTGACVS
Mtb FBA inh: Mtb fructose-bisphosphate aldolase inhibition; 360,000 compounds, 2.3% hits; purified M. tuberculosis FBA, fluorescence read-out; inhibition, % at 1 µM; in the data active = inhibition above about 27%;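 also: 0% = vehicle and 100% = reference inhibitor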
Target sequence (P9WQA3 whole entry, looked up): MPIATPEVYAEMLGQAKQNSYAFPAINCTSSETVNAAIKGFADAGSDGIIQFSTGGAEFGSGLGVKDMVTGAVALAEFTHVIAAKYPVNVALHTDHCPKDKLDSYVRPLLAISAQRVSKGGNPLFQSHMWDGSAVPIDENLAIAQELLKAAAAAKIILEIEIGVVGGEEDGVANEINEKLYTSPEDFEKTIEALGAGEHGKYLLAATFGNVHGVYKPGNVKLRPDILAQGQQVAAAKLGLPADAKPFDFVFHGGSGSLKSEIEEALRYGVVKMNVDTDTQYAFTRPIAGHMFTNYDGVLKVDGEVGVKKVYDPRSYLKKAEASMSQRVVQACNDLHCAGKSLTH
3CLpro inhibitor: SARS-CoV 3CLpro protease inhibition. recombinant SARS-CoV 3CLpro, quenched FRET peptide cleavage. inhibition, % at 6 µM. 290,000 compounds, 0.14% hits; in the data active = inhibition above about 12%
PriA SSB inh: inhibitors of Klebsiella pneumoniae PriA binding to SSB C-terminal tail. AlphaScreen SSBct-PriA binding, biotinylated peptide. inhibition, % at 33 µM. 430,000 compounds, 0.6% hits. AID 1272365; in the data active = inhibition mostly above about 37%, no sharp cut-off; inactive = mostly below about 20%;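 also: plate controls were negative control peptide for no effect and reference peptide for full effect; strong numbers were not always called active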
GDH-TPI inh: counter-screen for M. tuberculosis FBA inhibitors: GDH-TPI coupled enzymes; GDH-TPI coupled enzyme counterscreen, NADH absorbance; inhibition, % at 4.8 µM; 360,000 compounds, 1.2% hits; AID 588335; in the data active = inhibition above about 30%;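 also: 0% = DMSO wells and 100% = wells lacking the enzyme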
MazEF act: activators of E. coli MazEF toxin-antitoxin RNase; P0AE70; FAM/BHQ RNA-DNA oligo cleavage fluorescence, 5 h; activation, % at 20 µM; 350,000 compounds, 0.32% hits; in the data active = activation above about 50%
Target sequence (P0AE70 whole entry, looked up): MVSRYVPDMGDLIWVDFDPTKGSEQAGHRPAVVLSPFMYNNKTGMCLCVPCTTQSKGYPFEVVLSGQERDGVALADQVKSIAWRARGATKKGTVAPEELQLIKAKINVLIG
Mtb UGM inh: inhibitors of M. tuberculosis UDP-galactopyranose mutase; purified UGM, fluorescence polarization probe displacement; 320,000 compounds, 0.06% hits; inhibition, % at 10 µM; AID 504406; in the data active = inhibition above about 10%, passing the limit was not always enough
DUSP3 inh: blocks human VHR1 dual specificity phosphatase; P51452; AID 1654; inhibition, % at 13.3 µM; recombinant VHR phosphatase, pNPP absorbance; 290,000 compounds, 0.52% hits; in the data active = inhibition above about 50%; also: some compounds called inactive have numbers as strong as hits
Target sequence (P51452 whole entry, looked up): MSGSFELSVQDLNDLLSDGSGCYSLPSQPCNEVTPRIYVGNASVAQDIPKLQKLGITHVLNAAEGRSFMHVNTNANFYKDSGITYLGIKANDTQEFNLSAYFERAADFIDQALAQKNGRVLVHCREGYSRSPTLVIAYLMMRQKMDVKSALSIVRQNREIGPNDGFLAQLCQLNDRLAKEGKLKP
Numbers without * were called inactive; i = inactive; . = no result given. A portion of the library. The share of hits here may be higher or lower than overall.

1) CCCc1[nH]nc2c1C(C1CCCCC1)C(C#N)=C(N)O2 (configuration not stated)
2) Cc1ccc2c(c1)c1ncnc(N3CCN(c4ccccc4)CC3)c1n2C
3) COCc1ccc(C(=O)N2CCCC(N3CCN(c4cccc(Cl)c4)CC3)C2)s1 (configuration not stated)
4) COc1ccc(CC(=O)OCN2C(=O)c3ccccc3C2=O)cc1OC
5) CC(C)C(c1nnnn1C1CCCCC1)N1CCOCC1 (configuration not stated)
6) CCOC(=O)c1cnc(-n2nc(C)cc2C)nc1NC1CCCC1

Screen / compound no.	1	2	3	4	5	6
Mtb BioA inh	-0.9	2.6	7.1	-0.8	-1.4	1.5
BH1578 lux ind	-0.3	-0.6	0.5	-3.1	-0.5	-1.3
Rv3671c inh	2	1	.	-1	3	5
Mtb FBA inh	-3	11	-2	-1	-2	5
3CLpro inhibitor	0	6	.	-1	2	8
PriA SSB inh	-10	-12	.	1	-15	2
GDH-TPI inh	5	3	-1	-5	0	-3
MazEF act	1	-12	1	5	3	4
Mtb UGM inh	0.4	-0.5	.	1.5	0.4	-2.1
DUSP3 inh	5	33	.	11	2	33

7) CC1(c2ccc3c(c2)OCO3)NC(=O)N(CC(=O)c2ccc[nH]2)C1=O (configuration not stated)
8) Cn1c2c(c(=O)n(C)c1=O)C1c3ccccc3OCC1C(C)(C)O2 (configuration not stated)
9) O=C(Nn1cnnc1)c1cccc(S(=O)(=O)N2CCOCC2)c1
10) Cc1ccc(-n2c(C)cc(C(=O)COC(=O)c3ccc[nH]c3=O)c2C)cc1
11) O=C(CCN1CCOCC1)c1ccc(Cl)cc1
12) OC(CNCc1ccc(Cl)c(Cl)c1)c1ccccc1 (configuration not stated)

Screen / compound no.	7	8	9	10	11	12
Mtb BioA inh	0.4	-0.8	1.5	-2.8	.	-1.3
BH1578 lux ind	i	-0.2	2.1	-0.3	i	i
Rv3671c inh	2	3	2	-9	13	11
Mtb FBA inh	-2	2	8	6	8	-1
3CLpro inhibitor	.	-1	4	-3	2	4
PriA SSB inh	-12	-5	-19	0	2	-8
GDH-TPI inh	0	12	-4	9	5	-1
MazEF act	-4	12	7	0	-4	-4
Mtb UGM inh	3.3	-2.5	4.3	2.5	0.4	0.6
DUSP3 inh	.	9	11	-3	37	60

Looked up above.
CC1(c2ccc3c(c2)OCO3)NC(=O)N(CC(=O)c2ccc[nH]2)C1=O (configuration not stated) @ PriA SSB inh = -12
Cc1ccc2c(c1)c1ncnc(N3CCN(c4ccccc4)CC3)c1n2C @ DUSP3 inh = 33

Along the list, from the results shown:
Entries 1 to 11 in PriA SSB inh: -10, -12, ., 1, -15, 2, -12, -5, -19, 0, 2

Limited to MazEF act, for two of the compounds above:
| # | canonical_smiles | MazEF act |
| --- | --- | --- |
| 7 | CC1(c2ccc3c(c2)OCO3)NC(=O)N(CC(=O)c2ccc[nH]2)C1=O (configuration not stated) | -4 |
| 8 | Cn1c2c(c(=O)n(C)c1=O)C1c3ccccc3OCC1C(C)(C)O2 (configuration not stated) | 12 |

Next section.
13) CC1(C(=O)OCC(=O)N2c3ccccc3Sc3ccccc32)CC1(Cl)Cl (configuration not stated)
14) CCN(CC)C(=O)[C@H]1C[C@H](CC(=O)NCc2ccco2)C(=O)N2CCc3c([nH]c4ccc(Cl)cc34)[C@]12C
15) CN1CCN(C2Cc3ccc(F)cc3Sc3cc(F)c(Cl)cc32)CC1 (configuration not stated)
16) O=C(CC(=O)NC1CCCCC1)N/N=C/c1ccc(Cl)cc1
17) COc1ccc(C(CC(=O)c2ccccc2)S(=O)(=O)c2ccccc2)cc1 (configuration not stated)
18) Cc1ccc(NS(=O)(=O)c2cccc(C(=O)NCCCN3CCCC3=O)c2)cc1

Screen / compound no.	13	14	15	16	17	18
Mtb BioA inh	.	-0.1	-0.8	-1.5	.	.
BH1578 lux ind	i	i	-0.7	i	-0.2	-10
Rv3671c inh	-3	.	-1	11	10	11
Mtb FBA inh	-5	-1	3	1	4	0
3CLpro inhibitor	2	.	.	1	8	.
PriA SSB inh	-14	13	7	.	-16	4
GDH-TPI inh	0	-1	-3	3	12	2
MazEF act	11	7	19	8	-3	0
Mtb UGM inh	0.5	.	-1.8	-0.7	-1.9	-1.2
DUSP3 inh	33	.	.	23	-8	.

19) N#Cc1cnn2ccn(C3OC(CO)C(O)C3O)c12 (configuration not stated)
20) Cc1nn(S(=O)(=O)c2ccc(Cl)cc2)c(C)c1Sc1ccc([N+](=O)[O-])cc1
21) O=C(CN1CCOCC1)NNC(=O)c1ccc(Cl)cc1
22) Cc1cccc(C(=O)OCC(=O)N2c3ccccc3CC2C)c1C (configuration not stated)
23) CCN(CC)c1ccc2cc(C(N)=O)c(=O)oc2c1
24) O=C1/C(=C\c2ccc(Cl)c(Cl)c2)CN(C(=O)CCN2CCOCC2)C/C1=C/c1ccc(Cl)c(Cl)c1

Screen / compound no.	19	20	21	22	23	24
Mtb BioA inh	-2.5	2.9	-0.6	-1.4	-4.1	.
BH1578 lux ind	-0.4	0.4	-0.7	-0.2	-3.5	i
Rv3671c inh	-8	-2	16	.	6	.
Mtb FBA inh	4	1	1	-1	-9	1
3CLpro inhibitor	-1	0	.	.	2	.
PriA SSB inh	0	-9	3	.	-17	-11
GDH-TPI inh	5	5	-5	-2	10	7
MazEF act	8	2	0	1	-15	0
Mtb UGM inh	-3.0	2.7	-0.2	.	-0.8	.
DUSP3 inh	-1	-7	.	.	13	.

25) CCOc1cc2c(cc1O)C(=NOC)CC1C2CCC2(C)C(O)CCC12 (configuration not stated)
26) O=C(CSc1nc(-c2ccccc2)ns1)N1CCOCC1
27) CC(C)n1cnc2c(Nc3ccc(C(=O)O)cc3)nc(Cl)nc21
28) C=CCSc1nnc(NC(=O)c2c(CC)noc2C)s1
29) CC(C)C(c1nnnn1Cc1ccccc1)N1CCN(Cc2ccc3c(c2)OCO3)CC1 (configuration not stated)
30) CCOc1cc(NC(=S)NC)c(OCC)cc1NC(=O)c1cccs1

Screen / compound no.	25	26	27	28	29	30
Mtb BioA inh	.	.	-1.9	1.3	0.4	-0.3
BH1578 lux ind	0.8	-0.9	i	-3.7	i	i
Rv3671c inh	.	1	0	-3	-1	-16
Mtb FBA inh	3	0	-1	-5	0	-3
3CLpro inhibitor	.	-1	.	.	-4	2
PriA SSB inh	.	-7	-8	-18	6	1
GDH-TPI inh	2	2	12	8	11	-4
MazEF act	-4	5	6	-1	0	8
Mtb UGM inh	.	-2.7	-0.4	5.5	2.1	3.3
DUSP3 inh	.	-4	-8	.	22	13

Next section; the last four above are carried over.
27) CC(C)n1cnc2c(Nc3ccc(C(=O)O)cc3)nc(Cl)nc21
28) C=CCSc1nnc(NC(=O)c2c(CC)noc2C)s1
29) CC(C)C(c1nnnn1Cc1ccccc1)N1CCN(Cc2ccc3c(c2)OCO3)CC1 (configuration not stated)
30) CCOc1cc(NC(=S)NC)c(OCC)cc1NC(=O)c1cccs1
31) Cc1nn(-c2ccccc2)c(/N=C/c2ccccc2O)c1-c1ccccc1
32) C/C(=N/NC(=O)CNC(=O)c1ccco1)c1ccc(Cl)cc1
33) COc1ccc(C2=CC(=O)OC3(CCCC3)O2)cc1
34) O=C(Nc1ccccc1N1CCCCC1)c1cc(S(=O)(=O)N2CCOCC2)ccc1F
35) O=C(c1cc(F)ccc1F)C1CCCN(C(=O)CCN2CCCCO2)C1 (configuration not stated)
36) CCN1CCN(CC(=O)N2N=C(c3cccs3)CC2c2ccc(C)cc2)C(=O)C1=O (configuration not stated)

Screen / compound no.	27	28	29	30	31	32	33	34	35	36
Mtb BioA inh	-1.9	1.3	0.4	-0.3	.	0.1	-1.0	0.4	0.5	.
BH1578 lux ind	i	-3.7	i	i	i	-0.2	7.5	-0.7	2.1	i
Rv3671c inh	0	-3	-1	-16	-6	9	-1	.	-5	4
Mtb FBA inh	-1	-5	0	-3	0	-2	0	-1	6	4
3CLpro inhibitor	.	.	-4	2	3	0	-6	.	3	6
PriA SSB inh	-8	-18	6	1	.	.	-14	47*	-16	2
GDH-TPI inh	12	8	11	-4	-9	0	17	6	9	13
MazEF act	6	-1	0	8	-6	-1	8	-7	5	2
Mtb UGM inh	-0.4	5.5	2.1	3.3	2.9	2.8	-1.1	.	1.5	-1.5
DUSP3 inh	-8	.	22	13	-4	-6	12	.	3	13

37) CCN(c1ccc(OC)cc1)S(=O)(=O)N1CCCC(C(=O)NCc2cccc(C)c2)C1 (configuration not stated)
38) Cc1cnc(NC(=O)CSCc2c(C)noc2C)s1
39) C(=C(c1ccccc1)c1ccccc1)c1ccccn1
40) O=C(NCc1ccncc1)C12CC3CC(CC(Cl)(C3)C1)C2
41) COc1ccc(N2CCN(C(=O)CSc3ncnc4c3cnn4-c3ccc(OC)cc3)CC2)cc1
42) CC(C)c1ccc(NC(=O)CN2C(=O)NC3(CCCCCCC3)C2=O)cc1

Screen / compound no.	37	38	39	40	41	42
Mtb BioA inh	-0.1	-0.9	-0.4	-0.4	-4.1	0.4
BH1578 lux ind	1.6	-2.9	i	-0.5	-1.2	-15
Rv3671c inh	-4	1	0	6	.	-2
Mtb FBA inh	7	-1	4	-4	2	-1
3CLpro inhibitor	6	.	.	-2	.	.
PriA SSB inh	0	-6	-34	-4	-8	2
GDH-TPI inh	5	-8	1	1	7	1
MazEF act	4	8	-14	-8	-3	11
Mtb UGM inh	-1.0	1.7	-1.3	-1.7	.	2.5
DUSP3 inh	-10	.	.	-9	7	.

43) COC(=O)C1=C(c2ccc(Cl)c(C(F)(F)F)c2)C[C@@H]2CC[C@H]1N2C(=O)NCCOc1ccccc1Cl
44) Cc1cc(SCC(=O)OCC(=O)N2CCCC2=O)c(C)cc1Br
45) O=C(NC1CCCCC1)C(c1cccnc1)N(C(=O)c1csnn1)c1ccccc1 (configuration not stated)
46) Cc1ccc(NC(=O)COC(=O)c2ccc3c(c2)NC(=O)C2CCCN32)cc1 (configuration not stated)
47) CCc1c(C)nc(N)n2c(SCC(=O)N3CCCc4ccccc43)nnc12
48) CCOC(=O)C1CCN(Cc2coc3ccc(Cl)cc3c2=O)CC1

Screen / compound no.	43	44	45	46	47	48
Mtb BioA inh	-0.1	-1.6	-1.2	-2.8	-1.0	-15
BH1578 lux ind	i	i	-0.2	-0.5	i	-0.2
Rv3671c inh	-1	-3	-6	-50	2	2
Mtb FBA inh	3	-4	0	3	-2	1
3CLpro inhibitor	.	.	1	-3	2	0
PriA SSB inh	-13	-6	6	-5	-10	-15
GDH-TPI inh	14	-4	0	5	19	1
MazEF act	2	3	3	-30	6	6
Mtb UGM inh	-2.8	1.7	1.7	0.6	1.4	2.3
DUSP3 inh	.	.	10	-6	3	8

49) Cc1ccc(NC2c3ncccc3C(=O)N2Cc2cccs2)cc1 (configuration not stated)
50) CCCN(CC(=O)Nc1ccccc1C)C(=O)c1ccc(-c2ccc([N+](=O)[O-])cc2)o1
51) COc1ccc(/C=C/C(=O)O)cc1S(=O)(=O)N1CCC(Cc2ccccc2)CC1
52) CCn1nc(C)c([N+](=O)[O-])c1C(=O)NNC(=O)c1ccccc1Cl
53) CCN(c1ccc(OC)cc1)S(=O)(=O)c1nnc(NC(=O)COc2ccccc2)s1
54) O=C(Cn1ncc2c([nH]c3ccccc32)c1=O)N1CCN(c2ccc(F)cc2)CC1
55) COc1ccc(CCNC(=O)c2cnc3ccccc3n2)cc1
56) Nn1c(SCC(=O)NC2CCS(=O)(=O)C2)nnc1-c1ccco1 (configuration not stated)

Screen / compound no.	49	50	51	52	53	54	55	56
Mtb BioA inh	.	-0.5	1.8	.	1.1	-2.4	8.0	-0.8
BH1578 lux ind	-0.6	i	-0.2	i	i	-0.1	0.2	i
Rv3671c inh	-19	9	5	13	-4	-7	-10	1
Mtb FBA inh	-2	-1	-2	0	1	-3	2	-4
3CLpro inhibitor	3	.	4	-2	3	-4	-2	.
PriA SSB inh	8	21	0	-5	9	-9	5	-11
GDH-TPI inh	6	12	0	-6	7	-9	5	2
MazEF act	2	-3	-10	-4	3	3	-1	-1
Mtb UGM inh	0.1	1.1	-5.4	-4.3	0.7	-0.1	4.6	-0.4
DUSP3 inh	6	.	-10	6	-14	51*	-1	.
